# IMPase Li inh – cell-permeable IMPase inhibitors with lithium potentiation; CHO-M1 cells, IP1 TR-FRET (IP-One), carbachol + lithium; Potency, µM (doses to about 59.4 µM), for inactives: at the highest dose activity, negative = IMPase inhibition, actives largely listed as inhibitors; 0.35% of 210,000 active; AID 1457;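 further: IP1 builds up when IMPase is blocked and the TR-FRET signal falls; potency means the concentration at half of the fitted maximal effect; plate controls were basal vehicle for no effect and high inhibitor control for full effect; nearly all actives have a fitted effect of over 50% in size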
#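 Test compounds were applied to CHO-M1 cells previously cultured for 16–30 h at 2000 per well. A small lithium amount accompanied them; after 30 min at 37C, IP1 was quantified by TR-FRET.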
# NPSR antag – antagonists of human neuropeptide S receptor cAMP signaling | 1% of 220,000 active | Potency, µM (highest dose often 38.3 µM), for the others: at the highest dose activity change, negative = inhibition, usual class: inhibitors | Q6W5P4 | CHO-NPSR cells, cAMP TR-FRET, antagonist mode; further: potency means the concentration at half of the fitted maximal effect; on the % scale 0 is the no-effect control and ±100 the full control effect; nearly all actives have a fitted effect of over 50% in size; many of its hits are not listed in these tables
# Target sequence (Q6W5P4 whole entry, looked up): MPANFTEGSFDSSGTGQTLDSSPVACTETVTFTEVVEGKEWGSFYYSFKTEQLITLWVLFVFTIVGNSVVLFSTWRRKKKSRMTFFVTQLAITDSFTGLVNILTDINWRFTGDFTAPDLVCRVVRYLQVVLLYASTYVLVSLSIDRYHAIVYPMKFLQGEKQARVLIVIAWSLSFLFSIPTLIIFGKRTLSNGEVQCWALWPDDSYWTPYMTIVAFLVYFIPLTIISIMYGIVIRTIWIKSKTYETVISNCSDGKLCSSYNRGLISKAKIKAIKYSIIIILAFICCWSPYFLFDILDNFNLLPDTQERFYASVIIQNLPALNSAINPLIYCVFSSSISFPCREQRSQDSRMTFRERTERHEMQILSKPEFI
# CBFb-RUNX1 inh – inhibitors of human CBF-beta and RUNX1 interaction | AlphaScreen CBFb-His/RUNX1-biotin binding, biochemical | Potency, µM (top dose mostly 59.8 µM), without a hit: at the highest dose activity, negative = inhibition, usual class: inhibitors | 230,000 tested, under 10 active | AID 1477; further: % of control where 0% means no effect
# Target sequence (Q01196 whole entry, looked up): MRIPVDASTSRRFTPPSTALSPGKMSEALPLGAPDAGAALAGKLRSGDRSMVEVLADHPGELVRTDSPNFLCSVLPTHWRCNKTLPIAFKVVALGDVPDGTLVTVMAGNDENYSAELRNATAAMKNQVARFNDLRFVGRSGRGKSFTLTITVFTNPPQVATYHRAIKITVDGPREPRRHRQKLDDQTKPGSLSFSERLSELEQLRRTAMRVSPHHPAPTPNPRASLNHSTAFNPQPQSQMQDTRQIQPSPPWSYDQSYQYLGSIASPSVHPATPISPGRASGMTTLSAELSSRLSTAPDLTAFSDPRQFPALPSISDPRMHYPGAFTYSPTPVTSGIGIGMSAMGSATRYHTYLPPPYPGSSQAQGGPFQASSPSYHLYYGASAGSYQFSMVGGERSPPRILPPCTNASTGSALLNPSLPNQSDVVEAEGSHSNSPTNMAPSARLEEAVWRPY
# Target sequence (Q13951 whole entry, looked up): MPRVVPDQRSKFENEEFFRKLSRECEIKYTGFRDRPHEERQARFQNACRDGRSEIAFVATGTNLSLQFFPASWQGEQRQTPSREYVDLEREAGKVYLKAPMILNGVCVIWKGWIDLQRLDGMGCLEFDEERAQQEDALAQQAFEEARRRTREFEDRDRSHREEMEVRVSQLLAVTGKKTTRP
#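 CBF-beta (His) and RUNX1 (biotin), 30 nM each; 20 min preassociation; + compound, 15 min; + beads 50 ng each (Ni, streptavidin), 90 min; RT; AlphaScreen read.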
# Epigenetic derep – regulators of epigenetic silencing causing reporter derepression in mouse cells. Potency, µM (doses to about 53.9 µM), inactives show at the highest dose GFP activation, usual class: activators. murine LDR cells, GFP reporter derepression, 30 h. AID 1865. 0.2% of 280,000 active; further: potency means the concentration at half of the fitted maximal effect; % of control where 0% means no effect; nearly all actives have a fitted effect of over 60% in size
#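 Reporter derepression read as number of fluorescent GFP-positive objects, 20-120 um in size, counted by laser-scanning cytometer. Mouse LDR line with an epigenetically silenced CMV-GFP locus; compound incubation 30 h, 37 C.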
# KinaseGlo FLuc – blocks Kinase-Glo luciferase, a counter-screen artifact | Potency, µM (series often up to 38.3 µM), for inactives: at the top dose activity change, negative = inhibition, most hits filed as inhibitors | AID 1379 | 0.28% of 200,000 active | Kinase-Glo luciferase, ATP luminescence, 8 min | Q27757; further: potency means the concentration at half of the fitted maximal effect; on the % scale 0 is the no-effect control and ±100 the full control effect; nearly all actives have a fitted effect of over 60% in size
#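 Light output from Kinase-Glo luciferase with luciferin and 10 uM ATP in 50 mM imidazole pH 7.2, KCl, MgCl2, Tween 20, BSA; compound pin-delivered, 8-min ambient incubation, then luminescence read.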
# aGal spleen mod – inhibits or activates alpha-galactosidase in human spleen homogenate; Potency, µM (series often up to 80 µM), inactives show at the highest dose activity change, negative = inhibition, actives largely listed as inhibitors; AID 2107; 0.008% of 240,000 active; human spleen homogenate, 4MU-alpha-Gal fluorescence, 40 min;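 further: potency means the concentration at half of the fitted maximal effect; 0% = enzyme with vehicle and -100% = no enzyme basal signal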
#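 Inhibition or activation of alpha-galactosidase in human spleen homogenate is scored by 4-MU fluorescence after 40 min at 37C, pH 5.0, with 1 mM substrate. AC50s come from concentration-response fitted to the Hill equation.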
# Lamin A splicing – LMNA splicing modulation; HeLa LMNA splicing GFP/RFP minigene ratio, 48 h; Potency, µM (titrated, usually from 46.1 µM), for inactives: at the top dose ratio change, negative = inhibition, hits mostly inhibitors; 0.01% of 200,000 active; active means well fitted inhibition curve with a large enough effect in the signal ratio, with a control signal flat, not every such curve was filed as active; inconclusive means small, poorly fitted or top-dose-only effect, or effect the other way, or a change in a side signal; the % refers to the signal ratio; further: potency means the concentration at half of the fitted maximal effect; on the % scale 0 is the no-effect control and ±100 the full control effect
#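 Read-out is the ratio of GFP to DsRed2 object intensity, acquired by 488 nm laser-scanning cytometry on HeLa lamin A-EGFP minigene reporter cells. Compound incubation 48 hrs at 37 °C in Opti-MEM with 2% FBS; DMSO 0.5% final.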
# * = called active by the depositor; u = inconclusive; x = no result given; & = joins results of further samples; [ ] = another dose, or the depositor's remark. Unless noted, the call rests on the fitted dose curve; in most records, active means well fitted curve in the direction sought with a large enough effect; inconclusive means small, poorly fitted or top-dose-only effect, or another doubt; inactive means no such curve, though single readings can be large; an effect the other way counts as inactive or inconclusive. Not all compounds are listed; rates above refer to the full screens.
# Preview, two compounds:
SMILES,IMPase Li inh,NPSR antag,CBFb-RUNX1 inh,Epigenetic derep,KinaseGlo FLuc,aGal spleen mod,Lamin A splicing
[O-]/C(=C(\C(=S)Nc1ccccc1F)[n+]1ccccc1)c1ccc(OC(F)F)cc1,x,-32%,8%,-5.6%,x,-3%,x
Cc1c(C(=O)Nc2ccccc2)csc1-c1ccccc1,-9%,-15%,-2%,1.1%,-19%,-2%,2%

# Main list (from the top)
SMILES,IMPase Li inh,NPSR antag,CBFb-RUNX1 inh,Epigenetic derep,KinaseGlo FLuc,aGal spleen mod,Lamin A splicing
[O-]/C(=C(\C(=S)Nc1ccccc1F)[n+]1ccccc1)c1ccc(OC(F)F)cc1,x,-32%,8%,-5.6%,x,-3%,x
Cc1c(C(=O)Nc2ccccc2)csc1-c1ccccc1,-9%,-15%,-2%,1.1%,-19%,-2%,2%
COC(=O)[C@H](CC(C)C)NC(=O)NCCCc1ccccc1,4%,-1%,8%,-0.9%,12%,1%,0%
COc1cccc(C(=O)OCC(=O)NC(=O)NC2CCCC2)c1O,-4%,1%,4%,-0.7%,2%,2%,3%[46 µM]
CCN(CC)C(=O)c1ccc(NS(=O)(=O)c2ccccc2)cc1,6%[38.3 µM],-3%[7.67 µM],-1%,1.6%,-4%,-2%,1%
O=C(O)/C=C/C(=O)Nc1ccc(OC(F)F)cc1,7%,10%,-1%,-1.4%,2%,7%,-1%[46 µM]
COc1ccc(OC)c(Nc2ncnc3ccccc23)c1,9%[38.3 µM],20%[46.1 µM],17%,-5.7%,-4%,5%,4%
COc1ccc(CCNC(=O)CC2SC(=NCc3ccccc3OC)NC2=O)cc1 (configuration not stated),-1%,-2%,-15%,-2.7%,0%,7%,u
Cc1[nH]n(C(N)=S)c(=O)c1C(c1ccccc1)C(C#N)C#N (configuration not stated),-1%[38.3 µM],-13%[46.1 µM],1%,4.2%,1%,-4%,19%
COc1ccc(C(=O)Nn2cnnc2)cc1OC,x,5%,4%,1.1%,x,-5%,x
COc1ccccc1N1CCN(C(=O)C(Sc2ccccc2)c2ccccc2)CC1 (configuration not stated),16%[38.3 µM],-26%[46.1 µM],11%,1.7%,3%,-1%,u
O=C(Cn1cnc2c(cnn2-c2ccccc2)c1=O)c1ccc(Cl)cc1,23%[38.3 µM],-2%[46.1 µM],4%,-0.8%,-1%,-12%,-15%
O=S1(=O)CCN(OCc2ccc(Cl)cc2)CC1,-11%,22%,6%,-1.9%,-1%,4%,13%[46 µM]
CN(C)CC(C)(C)CNC(C(=O)Nc1ccc(Cl)cc1C(F)(F)F)c1ccccc1 (configuration not stated),21%,-2%,u,3.4%,-2%,4%,x
O=C(CSc1nnc(-c2ccccc2)o1)Nn1cnnc1,-6%[38.3 µM],9%[46.1 µM],3%,0.0%,1%,-13%,-2%
Cc1ccc2[nH]c3c(c2c1)CN(C(=O)CN1CCN(Cc2ccc4c(c2)OCO4)CC1)CC3,10%[38.3 µM],-7%[46.1 µM],-12%,-2.7%,-1%,1%,-4%
CN(C)S(=O)(=O)c1ccc(C(=O)N2CCOCC2)cc1,4%[38.3 µM],-6%[46.1 µM],5%,0.7%,1%,4%,16%
C/C=C(\CS(=O)(=O)c1ccccc1)S(=O)(=O)c1ccccc1,12%[38.3 µM],-3%[46.1 µM],13%,1.2%,1%,-7%,-26%
O=C(O)CCCC(=O)Nc1nc2n(n1)C(c1ccc(F)cc1)CC(c1ccc(Cl)cc1)N2 (configuration not stated),18%[38.3 µM],-20%[46.1 µM],-4%,2.0%,-1%,11%,-3%
c1ccc2c(c1)nnn1c3ccccc3nc21,10%[38.3 µM],0%[46.1 µM],-1%,-1.0%,13µM*,9%,u
O=[N+]([O-])c1cc(Cl)ccc1-c1nc(-c2ccccc2)no1,9%,-10%,u,-0.9%,-4%,3%,-7%
CCCNc1nc(C)cc(-c2cc(-c3ccccc3)on2)n1,x,4%,u,-4.8%,x,7%,x
CN(C)/C(CN1CCCCC1)=C1\N=C(c2ccccc2)OC1=O,-6%[38.3 µM],-12%[46.1 µM],2%,-0.9%,-4%,-12%,14%
CCc1ccccc1NC(=O)CSc1n[nH]c(C)c1[N+](=O)[O-],4%,9%,-10%,-1.1%,0%,-13%,-17%
COCCn1c(=O)c(-c2ccc(OC)cc2)nc2cnc(OCc3ccccc3)nc21,3%,x,x,x,x,-3%,1%
CCCn1c(=O)c2c(c3ccccc31)OC(C)C(=O)N2 (configuration not stated),2%[38.3 µM],0%[46.1 µM],9%,0.0%,1%,1%,10%
c1csc(-c2nc(CN3CCSCC3)cs2)c1,x,0%,-8%,-0.1%,x,-1%,x
Cc1cc(C)nc(-n2nc(C)cc2Nc2ccccc2)n1,36%[activator][38.3 µM],u,-3%,-0.9%,2%,-1%,u
CCOc1ccc(N2C(=O)CC(Sc3n[nH]c(-c4ccccc4)n3)C2=O)cc1 (configuration not stated),5%,1%,-3%,1.6%,-1%,3%,u
Cc1ccc(S(=O)(=O)CCC(=O)Nc2nccs2)cc1,13%[38.3 µM],-9%[46.1 µM],10%,-2.5%,-3%,3%,-27%
Cc1ccc(C(=O)NC(=S)NCc2cccnc2)cc1,1%,-6%,3%,u,-4%,11%,x
Cc1ccc(C(=O)N2Cc3ccccc3CC2C(=O)O)cc1 (configuration not stated),x,2%[46.1 µM],3%,-6.8%,x,4%,7%
FC(F)Sc1ccc(-n2cc(-c3ccc(Cl)cc3)[n+]3c2CCC3)cc1,28%,-7%[46.1 µM],-2%,-1.1%,-4%,0%,u
Cc1ccc(C(=O)NNC(=O)OC(C)(C)C)c(Cl)c1,26%[38.3 µM],3%[46.1 µM],4%,-2.5%,-4%,2%,-1%
CCc1ccc(N2C(=O)CN(CC(=O)OC)C2=S)cc1,2%,-5%,2%,3.1%,0%,-8%,8%[46 µM]
O=C(N/N=C1/CCCc2ccccc21)C(c1ccccc1)c1ccccc1,x,-12%[46.1 µM],-2%,-1.0%,x,4%,-1%
O=C(CN1CCCCC1)Nc1scc2c1c(=O)oc1ccccc12,x,21%,3%,2.2%,x,9%,u
CC(=O)c1ccccc1OC(=O)CCN1C(=O)c2ccccc2C1=O,3%,3%,11%,-0.4%,3%,2%,x
CCn1cc(/C=N/NC(=O)COc2cccc3cccnc23)c2ccccc21,-2%,-3%,-30%,-1.3%,-2%,1%,2%
O=C(Nc1ccccc1)N1CCN(c2nc3ccccc3s2)CC1,10%[38.3 µM],-18%[46.1 µM],14%,-0.1%,-4%,-6%,u
Cc1ccccc1NCC(=O)N/N=C\C=C\c1cccc([N+](=O)[O-])c1,1%,-13%,u,0.0%,1%,-12%,u
N#CC1=C(C=Nc2ccccc2O)CCC1,-3%[38.3 µM],1%[46.1 µM],4%,0.0%,-1%,1%,3%
CC1=NNC(=O)C1C(c1ccccc1)C(C#N)C#N (configuration not stated),23%[38.3 µM],-7%[46.1 µM],2%,-0.8%,-2%,10%,10%
CC(C)(C)NC(=O)c1cc(-c2ccccc2)n[nH]1,-5%,9%,4%,-4.2%,-1%,5%,x
N#Cc1nc(N2CCCC2)nc(N2CCCC2)n1,5%[38.3 µM],-4%[46.1 µM],0%,0.2%,-1%,2%,8%
COc1ccc(Cc2nnc(N)s2)cc1,-1%[38.3 µM],3%[46.1 µM],2%,0.4%,-3%,-3%,u
COc1ccc(/C=C2\SC(=S)N(CC(=O)OCC(=O)Nc3ccc(C)cc3Cl)C2=O)cc1,1%,22%,2%,-0.2%,x,-6%,x
CCOC(=O)CSc1nc2ccccc2n1CC(=O)N1CCN(c2ccccc2)CC1,-8%[38.3 µM],-8%[46.1 µM],u,-1.1%,-3%,2%,-1%
Cc1ccc(SCc2[nH]nc3c2C(c2ccc(C)o2)C(C#N)=C(N)O3)cc1 (configuration not stated),-8%[38.3 µM],-28%[46.1 µM],-9%,-1.4%,-1%,-18%,u
Cc1n[nH]c(C)c1CCNCc1ccc(OCC(O)CN2CCCCC2)cc1 (configuration not stated),25%,-5%,2%,5.4%,-1%,0%,3%[46 µM]
O=C(NCC1CCCO1)c1ccc2c(=O)n(-c3ccccc3)c(=S)[nH]c2c1 (configuration not stated),-21%,-5%,-8%,1.4%,-1%,2%,8%[9.22 µM]
NC(=O)CN(c1ccc([N+](=O)[O-])cc1)S(=O)(=O)c1ccccc1,-4%,6%,-5%,-0.1%,-2%,-6%,19%[46 µM]
S=C1N[C@H]2CCCC[C@@H]2N1,x,16%,6%,1.1%,x,12%,x
O=C(c1cccnc1)N1CCN(S(=O)(=O)c2ccc3ccccc3c2)CC1,-3%[38.3 µM],-3%[46.1 µM],1%,-1.0%,4%,7%,u
O=C(C(Cc1ccccc1)n1cccc1)N1CCCCCC1 (configuration not stated),24%[38.3 µM],-12%[46.1 µM],1%,-0.8%,3%,3%,-6%
COc1ccc(C2CC(Cn3cc(C#N)c(=O)n(C)c3=O)ON2C)cc1 (configuration not stated),-2%,10%,-5%,-1.4%,0%,5%,22%[9.22 µM]
O=C(C1CCCN(S(=O)(=O)c2ccc(Cl)cc2)C1)N(Cc1cccs1)C1CC1 (configuration not stated),40%[activator][38.3 µM],u,10%,0.0%,-3%,6%,u
Nc1c(C(O)(C(F)(F)F)C(F)(F)F)ccc2ccccc12,1%[38.3 µM],-6%[46.1 µM],6%,-1.2%,-3%,u,1%
O=C(NCC1COc2ccccc2O1)c1ccc(Cl)cc1 (configuration not stated),1%[38.3 µM],-9%[46.1 µM],12%,-0.2%,-1%,-5%,5%
CC1CC(c2ccccc2)n2nc(NC(=O)CCc3ccccc3)nc2N1 (configuration not stated),1%[38.3 µM],-13%[46.1 µM],-8%,0.9%,1%,3%,10%
COc1ccc(CN2C(=O)c3oc4ccccc4c(=O)c3C2c2ccc(O)c(OC)c2)cc1 (configuration not stated),x,-14%,6%,0.0%&0.5%,x,-1%,15%[46 µM]
O=[N+]([O-])c1ccc(COc2ccc(CNc3ccccc3)cc2)cc1,26%,-4%,2%,-3.2%,1%,0%,-6%
Cn1cnnc1SCCn1c(N2CCCCC2)nc2c1c(=O)[nH]c(=O)n2C,16%[38.3 µM],-10%[46.1 µM],2%,5.7%,-7%,2%,10%

# Screens as filed in PubChem BioAssay.
